M4 antag = CHRM4 antagonism in calcium assay | hit rate 0.73% among 360,000 | CHO-hM4 cells, ACh EC80, Fluo-8 calcium fluorescence | P08173 | AID 624125 | inhibition, % at 3 µM;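 active means inhibition above its plate's cutoff, the mean inhibition of sample wells plus 3 SD, cut at about 27% in these data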;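 further: 0% = acetylcholine EC80 with DMSO and 100% = DMSO without agonist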
Target sequence (P08173 whole entry, looked up): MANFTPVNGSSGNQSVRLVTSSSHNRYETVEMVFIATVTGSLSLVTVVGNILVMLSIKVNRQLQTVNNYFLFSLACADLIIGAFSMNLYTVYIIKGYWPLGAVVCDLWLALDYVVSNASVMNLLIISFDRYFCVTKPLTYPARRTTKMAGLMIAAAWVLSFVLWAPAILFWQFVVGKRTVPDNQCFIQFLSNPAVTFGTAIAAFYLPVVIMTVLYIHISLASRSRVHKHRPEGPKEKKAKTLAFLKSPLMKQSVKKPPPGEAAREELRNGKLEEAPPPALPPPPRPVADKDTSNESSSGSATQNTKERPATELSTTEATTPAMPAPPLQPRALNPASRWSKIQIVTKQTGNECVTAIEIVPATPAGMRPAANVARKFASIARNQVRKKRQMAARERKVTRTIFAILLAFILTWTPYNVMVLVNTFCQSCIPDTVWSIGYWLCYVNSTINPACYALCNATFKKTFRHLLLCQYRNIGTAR
M4 ag = agonists of human muscarinic M4 receptor (CHRM4); CHO-K1 hM4/Gqi5, Fluo-8 calcium fluorescence; vehicle 0%, full acetylcholine response 100%; activation, % at 3 µM; hit rate 0.14% among 360,000;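 active means activation above the run mean over all test wells plus 3 SD, cut at about 32% in these data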;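 further: peak over basal fluorescence ratio per well then scaled between controls; 0% = DMSO wells and 100% = acetylcholine at EC100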
CHRM1 antagonist = blocks human M1 muscarinic receptor; P11229; CHO-K1 hM1, Fluo-8 calcium fluorescence, ACh EC80 antagonist; inhibition, % at 3 µM; hit rate 1.3% among 360,000;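 active means percent inhibition above its own plate's cutoff, namely the mean of that plate's compound wells plus 3 SD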;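 further: peak over basal fluorescence ratio during 140 s after agonist addition; 0% = ACh EC80 plus DMSO and 100% = DMSO alone without agonist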
Target sequence (P11229 whole entry, looked up): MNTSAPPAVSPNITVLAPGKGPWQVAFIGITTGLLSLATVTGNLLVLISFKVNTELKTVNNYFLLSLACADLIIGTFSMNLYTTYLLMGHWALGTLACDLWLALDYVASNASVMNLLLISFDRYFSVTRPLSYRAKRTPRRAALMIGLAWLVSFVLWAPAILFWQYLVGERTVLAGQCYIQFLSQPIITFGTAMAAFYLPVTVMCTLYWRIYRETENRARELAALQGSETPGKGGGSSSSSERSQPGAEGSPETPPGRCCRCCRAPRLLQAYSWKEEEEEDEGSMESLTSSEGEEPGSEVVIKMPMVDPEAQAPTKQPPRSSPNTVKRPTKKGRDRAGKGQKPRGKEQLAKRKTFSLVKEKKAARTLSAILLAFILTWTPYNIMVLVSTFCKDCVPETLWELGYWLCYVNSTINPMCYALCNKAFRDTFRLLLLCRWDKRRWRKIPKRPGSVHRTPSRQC
CRFBP-R2 agonist = CRF-BP/CRF-R2 complex agonism | HEK293 CRF-R2/CRF-BP, calcium dye fluorescence (FLIPR); percent of saturating CRF peptide response | activation, % at 13.2 µM | hit rate 0.46% among 350,000;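 active means activation of at least 50%, plus an integration ratio under a set limit after plate pattern correction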;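 further: plate controls were neutral control wells without compound for no effect and CRF at EC100 for full effect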
M4 PAM = positive allosteric modulators of human muscarinic M4 receptor; CHO-K1 hM4/Gqi5, Fluo-8 calcium fluorescence, ACh EC20; 0% = ACh EC20, 100% = maximal ACh; activation, % at 3 µM; hit rate 0.4% among 360,000; AID 624126;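 active means activation above its plate's cutoff, the mean activation of sample wells plus 3 SD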; further: some results filed as inactive read as strong as hits
CHRM5 PAM = potentiates acetylcholine response at human M5 receptor; P08912; AID 624038; CHO-K1 hM5, Fluo-8 calcium, ACh EC20 PAM; 0% = ACh EC20, 100% = ACh EC100; hit rate 0.3% among 360,000; activation, % at 3 µM;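 active means activation above the run cutoff, the mean activation of all test compounds plus 3 SD, cut at about 18% in these data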
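System – CHO-K1 hM5 cells · Compound – 3 µM, single dose · Incubation – compound preincubation 140 s before EC20 acetylcholine addition · Technique – Fluo-8 calcium fluorescence · Measure – Max/basal fluorescence ratio as % of EC20–EC100 ACh window · Benchmarks – low control EC20 acetylcholine (0%), high control EC100 acetylcholine (100%) · Replication – singlicate, one well per test compound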
M1 PAM = positive allosteric modulators of human M1 muscarinic receptor | P11229 | CHO-K1 hM1, Fluo-8 calcium fluorescence, ACh EC20; 0% = ACh EC20, 100% = maximal ACh | activation, % at 3 µM | hit rate 0.088% among 360,000 | AID 588819; in the data active means activation above about 19%, passing the limit was not always enough
M5 ag = agonists of human muscarinic M5 receptor (CHRM5). CHO-K1 hM5 cells, Fluo-8 calcium fluorescence; 0% DMSO wells, 100% maximal acetylcholine response. AID 624037. hit rate 0.19% among 360,000. activation, % at 3 µM;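 active means activation above the run's mean over test compounds plus 3 SD, cut at about 23% in these data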;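 further: signal is peak over basal fluorescence ratio across the kinetic read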
M5 antag = blocks acetylcholine activation of human M5 receptor; hit rate 0.59% among 360,000; P08912; inhibition, % at 3 µM; CHO-hM5 cells, Fluo-8 calcium fluorescence, ACh EC80; AID 624040;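 active means inhibition above a per-plate cutoff, the mean of that plate's test compounds plus 3 SD, cut at about 27% in these data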;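 further: 0% = acetylcholine EC80 with DMSO and 100% = DMSO without agonist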
Numbers without * were called inactive; . = not tested or not shown.

1	Cc1onc(-c2ccccc2)c1C(=O)NCC1COc2ccccc2O1 (stereo not drawn)
2	CC1(C)C(=O)OC(c2cccc([N+](=O)[O-])c2)C2(CCCCC2)C1=O (stereo not drawn)
3	COCCCNC(=O)/C(C#N)=C1\N=C(NC(=O)c2cccs2)c2ccccc21
4	COCCn1c(SCC(N)=O)nnc1-c1c[nH]c2ccccc12
5	Cc1ccsc1CN(C)C(=O)CN1C(=O)NC2(CCCCC2C)C1=O (stereo not drawn)
6	COc1ccc(C)cc1NC(=O)COC(=O)c1ccc2ccccc2n1
7	Cc1ccc(SCC(=O)N(C)C2CCS(=O)(=O)C2)c(C)c1 (stereo not drawn)
8	CCOC(=O)Cn1cnc2c(nnn2-c2ccc(F)cc2)c1=O
9	CCc1ccc(CNC(=O)C2CCCN(S(=O)(=O)N(CC)c3ccccc3)C2)cc1 (stereo not drawn)
10	O=C(NCCN1CCC(n2c(=O)[nH]c3ccccc32)CC1)c1cccnc1Cl

entry no. | 1 | 2 | 3 | 4 | 5 | 6 | 7 | 8 | 9 | 10
M1 PAM | 3 | 10 | 3 | 2 | 2 | 2 | 6 | 9 | 4 | .
CRFBP-R2 agonist | -0.6 | 1.2 | 0.4 | -2.0 | 0.5 | -1.7 | -0.4 | 1.9 | -0.2 | .
M4 ag | 1 | 1 | 2 | 1 | 1 | 8 | 0 | 1 | 12 | 1
M4 PAM | 1 | 3 | -1 | 10 | 0 | 0 | 8 | 9 | -8 | 1
CHRM1 antagonist | -26 | -5 | -5 | -2 | 5 | -6 | -6 | -14 | 1 | .
M5 antag | -2 | -4 | 12 | 1 | 5 | -6 | 14 | -5 | 3 | 9
CHRM5 PAM | -1 | 1 | -5 | -4 | -4 | -3 | -8 | -2 | -4 | 0
M5 ag | -6 | -4 | 2 | -1 | 0 | 3 | 0 | 0 | -2 | -1
M4 antag | 4 | -1 | 6 | -8 | 7 | -5 | -15 | -16 | -6 | -6

Fetched one by one from the entries so far, two records:
6	COc1ccc(C)cc1NC(=O)COC(=O)c1ccc2ccccc2n1
7	Cc1ccc(SCC(=O)N(C)C2CCS(=O)(=O)C2)c(C)c1 (stereo not drawn)

entry no. | 6 | 7
M1 PAM | 2 | 6
CRFBP-R2 agonist | -1.7 | -0.4
M4 ag | 8 | 0
M4 PAM | 0 | 8
CHRM1 antagonist | -6 | -6
M5 antag | -6 | 14
CHRM5 PAM | -3 | -8
M5 ag | 3 | 0
M4 antag | -5 | -15

6 entries already listed, arranged by length of the SMILES, lowest first:
4	COCCn1c(SCC(N)=O)nnc1-c1c[nH]c2ccccc12
7	Cc1ccc(SCC(=O)N(C)C2CCS(=O)(=O)C2)c(C)c1 (stereo not drawn)
5	Cc1ccsc1CN(C)C(=O)CN1C(=O)NC2(CCCCC2C)C1=O (stereo not drawn)
10	O=C(NCCN1CCC(n2c(=O)[nH]c3ccccc32)CC1)c1cccnc1Cl
3	COCCCNC(=O)/C(C#N)=C1\N=C(NC(=O)c2cccs2)c2ccccc21
9	CCc1ccc(CNC(=O)C2CCCN(S(=O)(=O)N(CC)c3ccccc3)C2)cc1 (stereo not drawn)

entry no. | 4 | 7 | 5 | 10 | 3 | 9
M1 PAM | 2 | 6 | 2 | . | 3 | 4
CRFBP-R2 agonist | -2.0 | -0.4 | 0.5 | . | 0.4 | -0.2
M4 ag | 1 | 0 | 1 | 1 | 2 | 12
M4 PAM | 10 | 8 | 0 | 1 | -1 | -8
CHRM1 antagonist | -2 | -6 | 5 | . | -5 | 1
M5 antag | 1 | 14 | 5 | 9 | 12 | 3
CHRM5 PAM | -4 | -8 | -4 | 0 | -5 | -4
M5 ag | -1 | 0 | 0 | -1 | 2 | -2
M4 antag | -8 | -15 | 7 | -6 | 6 | -6

Next section
11	CCCOc1ccc(C(=O)N2CCN(c3ccc(N)cc3Cl)CC2)cc1
12	CCOC(=O)c1ccc(NS(=O)(=O)c2c(C)nc3sccn3c2=O)cc1
13	O=C(COC(=O)c1ccc(-c2cnc3ccccc3n2)cc1)c1ccccc1
14	CC1CCCC(C)N1C(=O)c1cc(-c2ccc(Cl)c(Cl)c2)on1 (stereo not drawn)
15	Cc1nn(C/C(C#N)=N\O)c(C)[n+]1N
16	Cc1ccc(S(=O)(=O)NCC(=O)OCC(=O)N2CC(=O)Nc3ccccc32)cc1
17	CC(C)=C(NC(=O)c1ccccc1Br)C(=O)NCCc1nc2ccccc2[nH]1
18	Cc1ccc2nsnc2c1NC(=O)c1ccc(-c2cc(Cl)ccc2Cl)o1
19	C=CC(=O)N(CCC)C(c1ccccc1)c1ccccc1OC (stereo not drawn)
20	S=C(NCCc1ccccc1)Nc1ccc(Br)cc1

entry no. | 11 | 12 | 13 | 14 | 15 | 16 | 17 | 18 | 19 | 20
M1 PAM | 3 | -4 | 7 | -3 | 12 | 11 | 15 | 5 | 2 | -18
CRFBP-R2 agonist | -0.1 | 0.4 | -1.9 | 8.3 | -0.3 | -0.3 | -0.9 | 3.6 | -1.0 | 2.9
M4 ag | 4 | 9 | -1 | -1 | 1 | 2 | 1 | -1 | -1 | 8
M4 PAM | -1 | -1 | 0 | -10 | 0 | 1 | 1 | 2 | 7 | -3
CHRM1 antagonist | -2 | 4 | -9 | 3 | -17 | -22 | -17 | -9 | -3 | 22
M5 antag | 7 | -1 | 2 | -3 | 3 | 6 | 8 | -1 | 0 | 20
CHRM5 PAM | -7 | -7 | 0 | 8 | -2 | 0 | 6 | 3 | 9 | -13
M5 ag | -4 | 2 | -2 | -2 | 1 | -1 | 4 | -2 | -12 | 1
M4 antag | -6 | -7 | 5 | 22 | -4 | -4 | -3 | 9 | -4 | 13

21	COc1cccc(N(C(=O)c2snc(C(N)=O)c2N)C(C(=O)NCC2CCCO2)c2ccc(C)o2)c1 (stereo not drawn)
22	O=Cc1cn[nH]c1-c1cccc([N+](=O)[O-])c1
23	Cc1ccc(S(=O)(=O)c2ccc(Cl)cc2)cc1S(=O)(=O)N1CCOCC1
24	O=[N+]([O-])c1cccc(N/N=C/c2cccc3ccccc23)c1
25	Cc1ccc(C2=NN(C(=O)CCl)C(c3ccco3)C2)o1 (stereo not drawn)
26	COc1ccccc1-c1sc2ccccc2c1-c1ccc2c(c1)OCO2
27	CC(C)(C)C1(C)OC(C(=O)NC2CCCCC2)C(C(=O)NC2CCCCC2)O1 (stereo not drawn)
28	Cc1c(OCC(=O)N2CCN(c3ccccc3)CC2)ccc2c3c(c(=O)oc12)CCCC3
29	Cc1cc(-c2ccccc2)c2c3c(cn2n1)c(=O)n(C)c(=O)n3C
30	O=C(Cc1ccccc1)Nc1ccc(N2CCN(Cc3ccccc3F)CC2)cc1

entry no. | 21 | 22 | 23 | 24 | 25 | 26 | 27 | 28 | 29 | 30
M1 PAM | 0 | -1 | 7 | -3 | 8 | -2 | 6 | 7 | 7 | -7
CRFBP-R2 agonist | -1.7 | -0.6 | -0.7 | 1.8 | -1.6 | 0.3 | -0.6 | -0.4 | 6.8 | 0.1
M4 ag | 2 | 1 | 4 | 0 | 1 | -2 | 0 | 0 | 0 | 1
M4 PAM | -9 | 16 | -11 | -1 | 6 | 1 | 0 | 11 | 3 | -10
CHRM1 antagonist | 6 | -3 | -4 | -2 | -17 | 11 | -13 | -7 | 2 | 6
M5 antag | 6 | -6 | 2 | -7 | 4 | 14 | -9 | 3 | -5 | 2
CHRM5 PAM | -2 | 1 | -5 | 2 | -2 | -9 | 9 | -4 | 1 | 1
M5 ag | 0 | -2 | 3 | -2 | -2 | -1 | 3 | -4 | -1 | -2
M4 antag | 21 | -7 | 11 | -3 | 3 | 4 | 1 | -15 | -11 | 10

31	CCOC(=O)CC(NC(=O)C(CC)c1ccccc1)c1ccccc1Cl (stereo not drawn)
32	N#Cc1cc([N+](=O)[O-])cnc1Nc1ccccc1
33	COc1cc(C2c3c(-c4cc(Cl)c(C)cc4O)n[nH]c3C(=O)N2Cc2cccnc2)ccc1O (stereo not drawn)
34	CC(C)(C)C(=O)NCc1ccc(C(=O)CSc2nnc(C3CC3)n2C2CC2)s1
35	Cc1ccc(S(=O)(=O)CCCS(=O)(=O)c2ccc(C)cc2)cc1
36	Cc1ccc(-c2cc3c(N=O)c4ccccc4c-3n[nH]2)cc1
37	CC(=O)Nc1ccc(NC(=O)C2CCN(S(=O)(=O)c3ccc4c(c3)OCCO4)CC2)cc1
38	O=C(CN(c1cccc(C(F)(F)F)c1)S(=O)(=O)c1ccc(Cl)c([N+](=O)[O-])c1)NCc1ccccc1
39	O=C(Nc1cc(-c2ccccc2)nn1-c1c(Cl)cccc1Cl)c1ccc(F)cc1
40	CCN(CC(=O)Nc1c(F)cccc1F)C(=O)CCOc1ccc(C)cc1

entry no. | 31 | 32 | 33 | 34 | 35 | 36 | 37 | 38 | 39 | 40
M1 PAM | 5 | 4 | 1 | 3 | 2 | -2 | 1 | 3 | 5 | 5
CRFBP-R2 agonist | 0.6 | 0.4 | -4.7 | -0.6 | 0.1 | 1.2 | -1.0 | 0.3 | -0.4 | -0.9
M4 ag | -3 | 0 | 3 | 3 | 0 | 1 | 1 | 1 | -1 | 2
M4 PAM | -6 | -9 | 4 | 1 | 6 | 7 | 0 | 4 | 0 | -1
CHRM1 antagonist | -5 | -7 | -11 | -4 | 1 | 2 | -3 | -4 | 4 | -6
M5 antag | 5 | -1 | -4 | -3 | 0 | 2 | 12 | 2 | 8 | 2
CHRM5 PAM | -2 | -2 | 2 | 2 | -4 | -1 | 4 | 0 | -1 | 6
M5 ag | -3 | 0 | 0 | 4 | 3 | 0 | -5 | -2 | 3 | 1
M4 antag | 1 | -3 | -9 | 9 | 2 | 2 | 5 | 2 | 3 | 1

41	Cc1c(C(=O)N2CCC[C@H]2C(N)=O)oc2c(F)cccc12
42	COc1ccc(CNC(=O)Nc2ccc3c(c2)c(=O)n(C)n3Cc2cccc(C(F)(F)F)c2)cc1
43	Cc1nn(-c2cccc(Cl)c2)c2nc(C(F)(F)F)[nH]c(=O)c12
44	Cc1cc(C)c(OCCCCN2CCC(C)CC2)c(Br)c1
45	CC12CCC(=O)N1C(C(=O)Nc1ccccc1F)CS2 (stereo not drawn)
46	CCc1ccccc1NC(=S)N(CCN(C)C)Cc1cccs1
47	O=C(COC(=O)Cc1cccc(C(F)(F)F)c1)Nc1ccccc1
48	Cc1csc(=O)n1CC(=O)OCC(=O)Nc1cc([N+](=O)[O-])ccc1Cl
49	Cc1ccc(C(C)C)cc1-n1nnc(-c2cccc(Cc3ccc4ccccc4c3)c2)c1C(C)O (stereo not drawn)
50	CCOc1ccccc1CN1CCN(Cc2ccc3cc(F)ccc3n2)CC1CCO (stereo not drawn)

entry no. | 41 | 42 | 43 | 44 | 45 | 46 | 47 | 48 | 49 | 50
M1 PAM | 9 | -11 | 0 | -18 | -1 | -8 | 10 | 10 | -3 | 4
CRFBP-R2 agonist | 0.6 | . | 26 | 1.4 | -0.9 | -1.6 | -0.1 | -2.6 | 2.5 | 0.5
M4 ag | 0 | 4 | 0 | 1 | 0 | 1 | 1 | 0 | 0 | 2
M4 PAM | -3 | 6 | 9 | -19 | 4 | 2 | 0 | -3 | -3 | -2
CHRM1 antagonist | -22 | 13 | 0 | 32 | 7 | 11 | -9 | -17 | 10 | -12
M5 antag | 7 | 10 | -2 | 12 | 1 | 6 | 0 | 13 | -4 | 4
CHRM5 PAM | 5 | 0 | 7 | -4 | 2 | -2 | 1 | -6 | 3 | 0
M5 ag | 0 | 1 | 0 | -14 | 1 | -16 | -3 | 1 | 0 | -5
M4 antag | -4 | -3 | 4 | 12 | -1 | -8 | -9 | -1 | 1 | 9

Source: PubChem (several laboratories)
